ATXN viability: Viability Counterscreen for Primary qHTS for Inhibitors of ATXN expression; Potency, µM (top dose mostly 56.7 µM), most hits filed as cytotoxic; S2 cells (HEK-293 line with an ATXN2-luciferase reporter) viability, CellTiter-Fluor protease fluorescence, 24 h; 400,000 compounds, 0.49% hits; further: potency means the concentration at half of the fitted maximal effect; nearly all actives have a fitted effect of over 40% in size
pAkt inh: HTS Assay for Inhibitors of Akt Phophorylation: Primary Screen | Neuro2A IGF-stimulated pAkt S473 HTRF, 20 min; hits give low values | activity change, % for hits at 50 µM | 360,000 compounds, 0.32% hits | AID 651550, 2012; in the data active means activity change below about -80%; inconclusive means mostly about -51% to -80%; further: on the % scale 0 is the no-effect control and ±100 the full control effect
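Neuro2A cells (4,500/well, DMEM with 0.5% FBS) were treated with compound at a single 50 µM final concentration, stimulated with 6 nM IGF for 20 min at 37 °C, and lysed. Phospho-Akt Ser473 was read by HTRF as 665/615 ratio ×10^4.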
CCT modulator: High-Throughput Screening for Modulators of Cytosolic Chaperonin Activity; purified chaperonin ATPase assay, HTRF ADP detection, 30 min; 360,000 compounds, 0.3% hits; activity change, % (concentration not given with the values), hits read low; in the data active means activity change below about -30%; further: on the % scale 0 is the no-effect control and ±100 the full control effect
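Enzyme 40 or 20 nM (batch-dependent) in Tris pH 7.4/KCl/MgCl2/DTT; cpd 76 uM single point; ATP 10 uM; 30 min 37 °C; Transcreener ADP HTRF detection, 30 min RT; ratio 665/615.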
Nrf2 inh: Nrf2 qHTS screen for inhibitors; A549 ARE-Fluc reporter, luciferase luminescence, 18-24 h; Potency, µM (top dose mostly 46 µM), for inactives: at the highest dose activity change, negative = inhibition, hits mostly inhibitors; 360,000 compounds, 2.1% hits; AID 504444, 2011; further: potency means the concentration at half of the fitted maximal effect; on the % scale 0 is the no-effect control and ±100 the full control effect; nearly all actives have a fitted effect of over 60% in size
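A549 ARE_Fluc cells (5000/well, 5% FBS OPTI-MEM) pre-incubated 2 h, then treated with compounds 18-24 h at 37C/5% CO2 in concentration-response. CellTiter-Fluor viability read first; BugLite luciferase luminescence after 15 min at room temperature gives Nrf2 activity.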
HepG2 tox: qHTS for Inhibitors of TGF-b: Cytotox Counterscreen; AID 588856, 2011; Potency, µM (titrated, usually from 46.1 µM), for the others: at the highest dose activity change, negative = cytotoxicity, usual class: cytotoxic; HepG2 CAGA-GFP viability, ATP luminescence, 18 h; 410,000 compounds, 0.76% hits; further: potency means the concentration at half of the fitted maximal effect; some results filed as inactive show a strong effect at the top dose
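CellTiter-Glo luminescence gave cytotoxicity after 18 hours at 37 degrees C. The cells were HepG2 CAGA-GFP in 1% FBS DMEM, stimulated with 500 pg/mL TGF-beta after compound addition. %Activity was normalised to no-cell wells (complete cell-killing) and DMSO (no toxicity), and curves were fitted and classified.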
A549 viability: Nrf2 qHTS screen for inhibitors: counterscreen for cytotoxicity; A549 ARE-Fluc cells, CellTiter-Fluor viability, 18-24 h; Potency, µM (doses to about 46 µM), for inactives: at the highest dose activity change, negative = cytotoxicity, hits mostly inhibitors; 390,000 compounds, 0.16% hits; further: potency means the concentration at half of the fitted maximal effect; on the % scale 0 is the no-effect control and ±100 the full control effect
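Cytotoxicity counterscreen: CellTiter-Fluor fluorescence was measured in A549 ARE_Fluc cells after 18-24 h of compound exposure in a concentration series. The subsequent BugLite luminescent read reports ARE-luciferase activity.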
TGFb SMAD3 inh: qHTS for Inhibitors of TGF-b; Potency, µM (top dose mostly 46.1 µM), without a hit: top-dose activity, negative = inhibition, hits mostly inhibitors; AID 588855, 2011; HepG2 CAGA-GFP TGF-b/SMAD3 reporter, GFP fluorescence, 18 h; TGF-beta stimulated, 500 pg/mL final; 410,000 compounds, 1.2% hits; further: potency means the concentration at half of the fitted maximal effect; on the % scale 0 is the no-effect control and ±100 the full control effect; nearly all actives have a fitted effect of over 65% in size
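First, reporter cells (HEPG2 CAGA-GFP) rested 2 h at 37 degrees C. Next, compounds were pinned in and TGF-beta added to 500 pg/mL final. After 18 h, GFP was imaged per cell and summed per well.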
Mm-Cpn inhibitor: Inhibitors of TCP-1 ring complex (TRiC) of Methanococcus maripaludis (MmCpn): qHTS. Chaperonin Mm-Cpn (Methanococcus maripaludis). purified Mm-Cpn ATPase, ADP Transcreener TR-FRET. Potency, µM (doses to about 76.9 µM), inactives show top-dose activity, negative = inhibition, hits mostly inhibitors. 330,000 compounds, 0.031% hits. AID 504842, 2011; further: potency means the concentration at half of the fitted maximal effect; on the % scale 0 is the no-effect control and ±100 the full control effect; nearly all actives have a fitted effect of over 80% in size
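Eu-cryptate anti-ADP/ADP-d2 competition gives a ratio inversely related to ADP. Enzyme at 25 nM was pre-exposed to compound for 10 min, then given 10 uM ATP for 30 min, 37°C throughout.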
Nrf2 activator: qHTS of Nrf2 Activators; AREc32 ARE-luciferase reporter (MCF7-derived line), luminescence, 24 h; Potency, µM (titrated, usually from 46.1 µM), for inactives: at the highest dose activation, most hits filed as activators; 410,000 compounds, 0.31% hits; AID 624171, 2012; further: potency means the concentration at half of the fitted maximal effect; % of control where 0% means no effect; nearly all actives have a fitted effect of over 65% in size
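AREc32 cells carrying an ARE-driven firefly luciferase reporter were seeded at 1000 cells/well in OPTI-MEM with 5% FBS, then exposed to compound for 24 hr at 37 deg C. Luminescence was read with Steady-Glo after 30 min at RT.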
Numbers without * were called inactive; i = inactive; ? = inconclusive; nt = no result given. Unless noted, the call rests on the fitted dose curve; in most records, active means well fitted curve in the direction sought with a large enough effect; inconclusive means small, poorly fitted or top-dose-only effect, or another doubt; inactive means no such curve, though single readings can be large; an effect the other way counts as inactive or inconclusive.

SMILES	ATXN viability	pAkt inh	CCT modulator	Nrf2 inh	HepG2 tox	A549 viability	TGFb SMAD3 inh	Mm-Cpn inhibitor	Nrf2 activator
Cc1ccc(S(=O)(=O)N2CCN(c3nc(-c4cccs4)nc4ncccc34)CC2)cc1	nt	nt	nt	11.6µM*	-11.2%	-15.5%	-0.5%	nt	nt
O=c1[nH]c(COc2ccc(Cl)cc2Cl)nc2ccccc12	i	i	0.6	-0.5%	-12.1%	-3.0%	-0.5%	-4.0%	-0.6%
Cc1c(C(=O)N2CCN(S(=O)(=O)c3ccccc3)CC2)oc2ccc(Br)cc12	?	i	-0.4	-29.8%	0.1%	0.2%	-4.4%	-3.3%	0.2%
CCN(C(=O)c1cc2c(=O)[nH]c3ccc(C)cc3c2s1)c1cccc(C)c1	i	i	-2.7	?	-5.1%	-8.8%	-19.4%	-1.0%	0.3%
CCc1cccc(NC(=O)c2ccc(NS(=O)(=O)c3c(C)noc3C)cc2)c1	i	i	2.3	-18.1%	-16.1%	0.3%	13.2%	2.2%	-0.4%
CC(=O)Nc1ccc(OCC(=O)N(CC(C)C)C2CCS(=O)(=O)C2)cc1 (stereo unspecified)	i	i	0.6	-9.5%	-30.3%	3.1%	?	0.8%	-1.1%
COc1ccc(NC(=O)Cn2cc(C(=O)c3cccs3)c3ccccc32)cc1	?	nt	nt	nt	-30.4%	-24.0%	-3.3%	nt	4.2%
CCOc1ccc(Oc2ccccc2NS(=O)(=O)c2ccc(CCC(=O)O)cc2)cc1	i	i	-1.2	10.3µM*	-1.2%	-13.7%	-3.9%	-2.0%	-0.9%
C=CCNC(=O)CCCCCNS(=O)(=O)c1ccc(OC)cc1	i	i	-0.6	13.3%	5.2%	2.7%	2.0%	0.7%	-0.4%
O=C(NC1CCCCC1)c1ccc2snnc2c1	i	i	1.2	8.3%	-12.2%	3.6%	-2.3%	2.1%	0.5%

Four entries drawn at random from the list so far:
SMILES	ATXN viability	pAkt inh	CCT modulator	Nrf2 inh	HepG2 tox	A549 viability	TGFb SMAD3 inh	Mm-Cpn inhibitor	Nrf2 activator
CCOc1ccc(Oc2ccccc2NS(=O)(=O)c2ccc(CCC(=O)O)cc2)cc1	i	i	-1.2	10.3µM*	-1.2%	-13.7%	-3.9%	-2.0%	-0.9%
Cc1ccc(S(=O)(=O)N2CCN(c3nc(-c4cccs4)nc4ncccc34)CC2)cc1	nt	nt	nt	11.6µM*	-11.2%	-15.5%	-0.5%	nt	nt
O=c1[nH]c(COc2ccc(Cl)cc2Cl)nc2ccccc12	i	i	0.6	-0.5%	-12.1%	-3.0%	-0.5%	-4.0%	-0.6%
CCc1cccc(NC(=O)c2ccc(NS(=O)(=O)c3c(C)noc3C)cc2)c1	i	i	2.3	-18.1%	-16.1%	0.3%	13.2%	2.2%	-0.4%

Later entries:
SMILES	ATXN viability	pAkt inh	CCT modulator	Nrf2 inh	HepG2 tox	A549 viability	TGFb SMAD3 inh	Mm-Cpn inhibitor	Nrf2 activator
CCC(Oc1ccccc1)C(=O)N1CCN(Cc2cc(=O)n3nc(-c4cccc(C)c4)sc3n2)CC1 (stereo unspecified)	i	nt	nt	nt	-18.3%	13.9%	?	nt	14.9%
CCCCOc1cccc(C2/C(=C(/O)c3ccc4c(c3)CC(C)O4)C(=O)C(=O)N2CCN2CCOCC2)c1 (stereo unspecified)	i	i	-0.4	?	6.4%	-23.0%	3.8%	-4.2%	-0.8%
O=C(NCc1cccs1)C1CCN(S(=O)(=O)c2cccc([N+](=O)[O-])c2)CC1	i	i	-2.5	-11.4%	-0.2%	0.4%	7.5%	1.4%	0.3%
O=c1c2oc3ccccc3c2n(Cc2cccc(Cl)c2)c(=O)n1Cc1ccc2c(c1)OCO2	nt	nt	nt	-6.5%	-24.0%	19.9%	-7.2%	nt	0.6%
CCOc1ccccc1NC(=O)c1sc2nc(-c3ccc(OC)cc3)ccc2c1N	nt	nt	nt	6.4%	-34.6%	19.7%	-5.1%	nt	-0.3%
COc1ccccc1CN1CCC(CNC(=O)c2cnn(-c3ccc(C)c(C)c3)c2C2CCN(C(=O)OC(C)(C)C)CC2)CC1	nt	nt	nt	28.2%	-86.7%	-12.6%	?	nt	10.2%
Nc1ccn([C@@H]2O[C@H](C(=O)NCCc3ccc(F)cc3)[C@@H](O)[C@H]2O)c(=O)n1	i	i	-1.3	nt	1.1%	nt	-9.6%	nt	-0.9%
O=C1CCCCc2cc(O)c(O)cc21	i	i	-0.9	nt	-38.5%	nt	?	nt	3.3%
C/C(=N\Nc1nc(C)c(C)s1)c1ccc([N+](=O)[O-])cc1	nt	i	-1.7	-13.3%	-18.4%	-0.7%	8.6%	2.2%	6.6%
Cc1ccsc1C(=O)OCC(=O)N1C(C)CCCC1C (stereo unspecified)	?	i	-0.4	?	-1.5%	-0.9%	-4.5%	0.0%	0.7%
S=C(NCc1ccncc1)Nc1cccc(Cl)c1	i	i	0.6	-27.2%	2.0%	12.1%	7.9%	2.2%	1.9%
CC(C)(C)OC(=O)N1Cc2ccccc2C[C@H]1C(=O)NCC(=O)NC1CCCC1	i	i	-2.0	2.2%	-42.0%	3.2%	0.1%	-1.4%	-0.2%
COCCCN(C(=O)c1ccc2ccccc2n1)c1c(N)n(Cc2ccccc2)c(=O)[nH]c1=O	i	i	0.6	26.7%	-2.7%	5.3%	-5.5%	-1.7%	3.6%
COc1ccccc1/C=C/C(=O)OCC(=O)Nc1ccc2c(c1)OCO2	?	i	-0.5	8.8%	-0.2%	-5.3%	0.8%	1.6%	3.3%
O=C(NC1CC2CCCC(C1)N2C(=O)Nc1cccc(F)c1)C1CC1 (stereo unspecified)	i	i	2.1	-0.2%	-14.5%	-0.3%	-4.0%	0.9%	-0.1%
Cc1cc(C)c2c(=O)cc(C(F)(F)F)oc2n1	i	i	-0.4	19.8%	12.3%	?	2.1%	1.5%	-0.7%
COCCNC(=O)CCC1CCN(Cc2ccc(-c3ccccc3)cc2)CC1	i	i	-0.8	-5.6%	-3.7%	-1.5%	7.6%	-4.6%	-0.8%
Cc1nc2ccccn2c(=O)c1NC(=O)COc1ccccc1	i	i	-2.0	nt	-0.4%	nt	3.4%	nt	0.3%
CCC1(C)Cc2c(C#N)c(N)n(N)c(=S)c2CO1 (stereo unspecified)	i	i	-1.1	-16.7%	-17.2%	1.0%	10.9%	-2.9%	2.2%
CCOC(=O)c1cc(NC(=O)N2CCCc3ccccc32)c(C)nc1C	i	i	-1.5	11.7%	-57.7%	-1.3%	2.9%	0.8%	4.4%
CS(=O)(=O)c1ccc(Cl)c(NC(=O)CN2C(=O)C3CCCCC3C2=O)c1 (stereo unspecified)	i	i	0.0	8.2%	-53.3%	-5.5%	-16.8%	1.0%	-0.3%
O=[N+]([O-])c1cc(S(=O)(=O)N2CCCCC2)ccc1NCCN1CCOCC1	i	i	-6.4	-10.3%	-11.9%	-11.2%	-3.4%	-1.2%	0.0%
CN(C)c1cccc(C(=O)N2CCC(c3c[nH]c4ccccc34)(c3c[nH]c4ccccc34)CC2)c1	?	nt	nt	-1.9%	5.9%	-7.4%	?	nt	6.1%
N#CC(OC(=O)c1ccccc1)c1ccccc1 (stereo unspecified)	i	i	-1.0	12.1%	-9.3%	2.6%	-1.3%	nt	0.2%
CCOC(=O)CNC(=O)/C(=C\c1ccc(F)cc1)NC(=O)c1ccccc1	i	i	-2.0	6.1%	-3.7%	7.2%	5.3%	-0.1%	-0.5%
CN(C)C(=O)c1cccc(-c2cnc3c(NC=O)cc(-c4ccc(N(C)C)cc4)cn23)c1	?	i	-1.9	nt	-32.1%	nt	-11.6%	nt	9.8%
CC(=O)c1ccc(-c2cnc3c(NC=O)cc(-c4ccccc4Oc4ccccc4)cn23)cc1	nt	i	-3.7	nt	-15.1%	nt	11.2µM*	nt	7.5%
O=[N+]([O-])c1ccc2c(c1)C(N1CCN(CCO)CC1)Cc1ccc(F)cc1S2 (stereo unspecified)	?	i	0.9	nt	-62.7%	nt	?	nt	11.3%
COc1ccc(-n2c(=O)c3ccccc3n(Cc3ccc(F)cc3Cl)c2=O)cc1OC	i	nt	nt	9.4%	-8.3%	-2.6%	?	nt	0.4%
Cc1cccc(C(=O)Nc2cccc(C(=O)N/N=C/c3ccncc3)c2)c1	i	i	1.3	15.9%	8.0%	9.8%	-10.0%	1.1%	0.0%
CN(CCCCOc1ccc(F)cc1)Cc1ccccc1	i	i	1.3	4.6%	-35.1%	-1.6%	-5.0%	0.9%	0.4%
Cc1ccc(NC(=S)NCc2cccnc2)cc1	i	i	0.7	13.2%	-1.2%	0.7%	0.0%	-16.2%	0.5%
Cn1c(CCN2CCN(c3ccccn3)CC2)nc2cc(NS(=O)(=O)c3ccccc3)ccc21	?	i	0.3	?	2.7%	-1.3%	?	2.5%	4.0%
O=C(N[C@@H](Cc1ccccc1)C(=O)OCc1ccccc1)c1nc[nH]c1C(=O)NCc1ccccc1	i	i	-1.0	2.6%	-17.9%	5.7%	-10.9%	nt	-0.7%
CCCNC(=O)COCc1cc(-c2ccc3c(c2)OCO3)on1	i	i	-3.4	?	-4.8%	5.1%	2.8%	-0.3%	4.7%

Screens from PubChem BioAssay.
